# EP2 modulator: modulates human prostaglandin E2 receptor EP2 signaling | P43116 | EP2-expressing cells, cAMP HTRF FRET, PGE2 co-stimulation | induction, % at 25 µM | 0.83% of 260,000 active;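 active means compounds whose cAMP rise, as percent of the full-agonist control response, exceeds 60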;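 further: rat C6 glioma line stably carrying human EP2 under a CMV promoter; the protocol text gives 20 µM as final concentration; 100% = response of wells given 1 µM PGE2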
# NPY-Y1 antag: blocks the human neuropeptide Y Y1 receptor; P25929; HEK293-CNG Y1 cells, membrane potential fluorescence; NPY at EC95, then isoproterenol; inhibition, % at 3.6 µM; 1% of 200,000 active;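 active means inhibition above the campaign mean inhibition of all tested compounds plus 3 SD, cut at about 20% in these data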;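 further: 0% = DMSO wells given NPY plus isoproterenol and 100% = isoproterenol alone without NPY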
#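 material = HEK293 cells with Y1 receptor plus CNG channel | also added = NPY 25 nM then isoproterenol 1 µM plus Ro 20-1724 25 µM | schedule = dye 3 h, compound 60 min room temperature, stimulation 45 min | measured by = membrane potential fluorescence | benchmarks = high control isoproterenol alone, low control NPY with isoproterenol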
# CHOP inhibitor: CHOP inhibition in unfolded protein response. 3.8% of 220,000 active. inhibition, % at 10 µM. CHO-K1 CHOP-promoter luciferase, tunicamycin-induced, 15-18 h;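 active means compounds that reduced the stress-induced luciferase reporter signal by more than about 70% of percent inhibition, limit read from the data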;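 further: 0% = tunicamycin plus vehicle and 100% = wells without tunicamycin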
# TRPN1 ag: activates the zebrafish TRPN1 channel; HEK293 zebrafish TRPN1-YFP, Fluo-8 calcium fluorescence; 100% = response to 87 µM carbachol; activation, % at 3 µM; 0.18% of 220,000 active; AID 1424;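 active means activation above its plate's cutoff, the mean activation of test wells on that plate plus 3 SD, cut at about 19% in these data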;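 further: 0% = DMSO alone and 100% = 87 µM carbachol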
#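 Material: zebrafish TRPN1-YFP in HEK293 cells. Doses: one dose of 3 µM, 0.3% DMSO. Incubation: dye 1 h 37 °C plus 30 min RT. Measured by: intracellular calcium fluorescence with Fluo-8.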
# EP2 antag: EP2 receptor (human) inhibition | P43116 | C6 glioma cells expressing human EP2, cAMP TR-FRET; cells stimulated with saturating PGE2 | inhibition, % at 25 µM | 0.52% of 260,000 active | AID 1422;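 active means percent inhibition above 40 after rounding to a whole number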;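 further: rat C6 glioma host cells with rolipram phosphodiesterase inhibitor present; the protocol text gives 20 µM as final concentration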
# TRPML3 ag: human mucolipin-3 channel agonism. HEK293 TRPML3-YFP, Fluo-8 calcium fluorescence; 100% = the carbachol control signal. activation, % at 3 µM. 0.29% of 220,000 active. AID 1448;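 active means activation above its plate's cutoff, the mean activation of the plate's test wells plus 3 SD, cut at about 12% in these data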;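 further: 0% = DMSO only wells and 100% = carbachol wells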
# Target sequence (Q8TDD5 whole entry, looked up): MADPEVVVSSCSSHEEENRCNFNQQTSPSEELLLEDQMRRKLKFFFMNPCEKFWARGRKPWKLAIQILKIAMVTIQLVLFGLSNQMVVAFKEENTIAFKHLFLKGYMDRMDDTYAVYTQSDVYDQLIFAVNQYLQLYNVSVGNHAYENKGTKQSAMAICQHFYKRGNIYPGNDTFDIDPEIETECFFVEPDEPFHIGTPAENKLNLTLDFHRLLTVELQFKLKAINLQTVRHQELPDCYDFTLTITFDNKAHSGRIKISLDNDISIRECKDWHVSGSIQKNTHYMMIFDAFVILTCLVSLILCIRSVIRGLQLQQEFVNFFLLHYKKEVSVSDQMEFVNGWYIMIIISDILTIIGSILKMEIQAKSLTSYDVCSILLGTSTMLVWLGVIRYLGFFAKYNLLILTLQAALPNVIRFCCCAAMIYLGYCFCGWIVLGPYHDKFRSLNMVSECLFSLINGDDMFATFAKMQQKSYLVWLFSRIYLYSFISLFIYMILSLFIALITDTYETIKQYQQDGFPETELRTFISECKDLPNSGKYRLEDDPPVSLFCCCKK
#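 Test system: TRPML3-YFP stable HEK293 cells. Doses: single point at 3 µM. Incubation: dye loading 1 h 37 °C then 30 min ambient, 125 s read. Signal: Fluo-8 calcium dye fluorescence, ex 470-495, em 515-575 nm. Measure: percent activation from peak-to-basal fluorescence ratio, scaled between DMSO and carbachol.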
# PPC-1+TRAIL kill: PPC-1 cancer cell killing with TRAIL present | PPC-1 cells + TRAIL, ATPLite viability luminescence | cell killing (% activity), % at 4 µM | 0.41% of 220,000 active;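 active means cell killing above 50% in the first pass at 4 µM, then a duplicate retest at 5 µM averaging 50% or more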;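 further: plate controls were cells with TRAIL plus DMSO for no effect and medium-only wells lacking cells for full effect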
# 14-3-3 Bad PPI: disrupts binding of bovine 14-3-3 zeta to phospho-Bad peptide. TR-FRET 14-3-3zeta/Dy647-pBad peptide displacement, 1 h. P63103. inhibition, % at 21.7 µM. AID 781. 0.71% of 220,000 active;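 active means inhibition above about 70%, limit read from the data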;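 further: 0% = full 14-3-3 plus peptide FRET controls and 100% = background without 14-3-3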
# Target sequence (P63103 whole entry, looked up): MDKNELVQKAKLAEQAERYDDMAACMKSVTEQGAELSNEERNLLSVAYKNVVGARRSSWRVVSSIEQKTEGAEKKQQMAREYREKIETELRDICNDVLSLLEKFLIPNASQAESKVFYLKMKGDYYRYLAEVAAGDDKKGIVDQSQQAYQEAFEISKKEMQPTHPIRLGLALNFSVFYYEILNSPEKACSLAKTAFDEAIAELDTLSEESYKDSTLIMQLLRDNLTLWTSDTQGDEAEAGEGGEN
# NPY1 pot ag: potentiators or agonists of human neuropeptide Y receptor Y1 | P25929 | activation, % at 3.6 µM | NPY-Y1 expressing cells, potentiator/agonist activation | AID 1304 | 0.37% of 220,000 active; in the data active means activation above about 33%, passing the limit was not always enough;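 further: cells stimulated with NPY at EC10 then isoproterenol at EC100; 0% = low agonist plus stimulus and 100% = saturating agonist plus stimulus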
# Starred values were filed as active, the others as inactive; · = no result given; [ ] = remark or other dose.
SMILES,EP2 modulator,NPY-Y1 antag,CHOP inhibitor,TRPN1 ag,EP2 antag,TRPML3 ag,PPC-1+TRAIL kill,14-3-3 Bad PPI,NPY1 pot ag
Cc1nnsc1C(=O)N(Cc1ccccc1)C(C)C,1,·,-7,0.8,7,0.6,18,7,-3
C=CCn1c(SCC(=O)c2cccs2)nnc1-c1cccc(OC)c1,-6,9,9,1.5,10,1.2,31,3,6
O=C(COc1ccccc1Br)NCc1ccco1,8,0,15,-0.5,6,-0.8,-10,-1,-14
O=C(Nc1cnccn1)c1csc2ccccc12,-11,4,3,-0.7,6,0.1,-2,13,10
CCCCNC(=O)N(CC)c1c(N)n(Cc2ccccc2)c(=O)[nH]c1=O,-11,-2,1,0.0,12,0.8,26,-1,-11
CN(Cc1cnn(C)c1)Cc1nc(COc2ccccc2)no1,10,-3,35,1.2,1,0.1,8,-13,-7
O=C(OCC(=O)c1ccc[nH]1)c1ccc(S(=O)(=O)N2CCCCC2)cc1,1,-2,-8,1.9,12,0.3,9,13,-13
Cc1nnc(SCC(=O)c2cc(C)n(C3CC3)c2C)s1,2,10,-7,0.7,12,4.0,9,-8,6
CN(C)S(=O)(=O)c1ccc(N2CCCC2)c(C(=O)Nc2nc3ccc(F)cc3s2)c1,11,-6,17,-0.1,7,0.8,10,-17[fluorescence artefact?],-6
COc1ccc(NC(=O)CN(C)C2CCCCC2)c([N+](=O)[O-])c1,22,11,43,-0.1,2,0.1,6,0,-28
CCOC(=O)C1CCN(C(=O)CSc2nnc(-c3ccco3)n2-c2ccccc2)CC1,6,-2,-9,-0.2,7,0.6,5,3[fluorescence artefact?],-5
CCNC(=S)N/N=C/c1cc(C)ccc1C,4,1,9,-2.5,6,-1.6,-9,-8,-30
Cc1ccc(S(=O)(=O)c2c(N)n(Cc3ccco3)c3nc4ccccc4nc23)cc1C,26,-3,52,0.6,0,1.2,10,-6,20
Cc1ccc(S(=O)(=O)c2nc(C)oc2NCc2ccccc2)cc1,-31,0,-7,-0.3,7,0.9,6,5,3
O=C(N/C(=C\c1ccccc1)C(=O)N1CCCCCC1)c1ccccc1,30,-1,30,1.0,8,0.7,1,-6,11
COc1ccc(/C=C2/N=C3CCCCCN3C2=O)cc1OC,-3,3,2,-0.4,10,-0.8,14,0,3
CC(C)CCc1noc(CN2CCC(C(=O)N3CCOCC3)CC2)n1,7,·,5,3.5,14,0.6,-2,-10,11
O=C(Nc1ccc(C(=O)O)cc1)/C(=C\c1ccc2c(c1)OCO2)NC(=O)c1ccc(Br)cc1,2,-6,11,1.2,3,1.4,28,-9,-13
COc1cc(/C=N/N=C2/NC(=O)C(Cc3ccc(F)cc3)S2)ccc1O (configuration not stated),9,11,17,-1.5,8,-0.4,11,-2,-18
CCCOc1ccc(-c2nc(=S)[nH][nH]2)cc1,14,1,6,-0.1,9,1.3,-4,-3,-5
Cc1ccc(/C=C2\SC(=S)N(CCC(=O)NNC(=O)c3cccnc3)C2=O)cc1,7,5,37,1.1,9,0.9,30,36[fluorescence artefact?],-7
Cc1ccc(SCc2[nH]nc3c2C(C(C)C)C(C#N)=C(N)O3)cc1 (configuration not stated),-1,-7,20,-0.1,7,0.1,-8,-2,21
CCOC(=O)c1c(NC(=O)CN2C(=O)NC(C)(c3ccccc3)C2=O)sc(C)c1C (configuration not stated),2,-5,32,0.3,8,-0.2,26,-19,-14
O=C(CCC1CCCN(C(=O)CCN2CCCCC2=O)C1)NCc1ccccc1F (configuration not stated),-23,2,6,-1.0,6,-0.3,6,-8,5
O=C(c1c[nH]c(C(=O)C(Cl)(Cl)Cl)c1)c1ccc(F)cc1Cl,-39,-1,21,0.2,14,-0.1,-6,4,1
Cc1cc(NC(=O)CSc2cc(Cl)ccc2Cl)n(-c2ccccc2)n1,-8,0,22,-0.3,10,-0.3,2,-1[fluorescence artefact?],-3
Cc1ccc(S(=O)(=O)N2CCC(C(=O)N[C@@H](Cc3ccccc3)C(=O)O)CC2)cc1,14,-5,-4,-1.3,1,0.2,16,-10[fluorescence artefact?],19
Cc1ccc(C(=O)Oc2ccc(/C=N/NC(N)=O)cc2)cc1,23,-1,23,0.6,9,0.0,-2,-7,-5
COc1ccnc(Oc2ccccc2)c1C(=O)N/C=N/OCc1ccc(F)cc1Cl,-28,2,29,1.9,30,0.5,19,7[fluorescence artefact?],-20
CCN1CN(Cc2ccccc2)CNC1=S,-5,1,11,1.3,10,0.6,3,11,23
Cc1cc(C)c(C)c(S(=O)(=O)NC2CCN(Cc3ccccc3)CC2)c1C,17,12,79*,-1.8,4,0.7,4,-20,-32
Cc1ccccc1-c1nn2c(-c3ccccc3)nnc2s1,6,4,43,-0.4,13,-0.2,14,0,-27
CCCNC(=O)c1ccccc1NC(=O)c1ccccc1N(C)S(C)(=O)=O,21,-3,-13,-0.2,10,0.4,14,-4,6
CCNC(=O)OCc1cn(-c2ccccc2)nn1,-3,-1,-6,1.1,4,0.0,1,-3,1
CCCC(=O)C1=C(SCC)CC(C)(C)C(C(=O)OC)C1=O (configuration not stated),28,-2,38,-1.9,6,-0.9,1,9,-8
Cc1ccc(S(=O)(=O)CC(=O)c2ccc([N+](=O)[O-])cc2)cc1,-13,·,2,0.8,11,0.6,32,-1,-3
Cc1cccc(N2CCN(C(=O)c3cccc(S(=O)(=O)N4CCc5ccccc5C4)c3)CC2C)c1 (configuration not stated),5,0,57,1.2,2,0.9,31,-7,37
CCC(C(=O)NCc1ccco1)N(C(=O)CNS(=O)(=O)c1ccccc1)C1CCCCC1 (configuration not stated),8,3,10,-0.1,7,-0.1,18,2,-2
Cc1cccc(-n2c(SCC(=O)Nc3ccc4c(c3)OCO4)nnc2-c2ccoc2C)c1,31,0,65,-0.2,23,1.3,3,5,17
Fc1ccc(OCCn2cnc(Cl)c2Cl)cc1,6,·,-7,-2.0,10,-0.4,6,0,9
Cc1ccc(-c2nn(C)c(=O)c3ccccc23)cc1CNC(=O)NC1CCCCC1,33,·,-10,3.0,7,0.5,11,8,-16
C=CCSc1nnc2c(n1)OC(C)=Nc1ccc(Br)cc1-2,13,5,-12,-1.1,13,1.1,29,-6,18
CCOc1ccc(NC(=S)NC(=O)/C=C/c2ccc(Br)cc2)c([N+](=O)[O-])c1,-4,·,-5,1.5,1,0.3,-15,0,-14
Cc1ccc2sc(N(CCCN(C)C)C(=O)CN3C(=O)c4ccccc4C3=O)nc2c1C,-19,0,-9,3.0,6,2.3,10,9,5
CC(=O)C(CC(=O)N1CCCc2ccccc21)C(=O)Nc1ccc(F)cc1 (configuration not stated),24,4,12,0.7,13,0.8,43,-7[fluorescence artefact?],3
Fc1ccc(N2CCN(c3nc(CN4CCOCC4)nc4scc(-c5ccccc5)c34)CC2)cc1,24,10,55,-0.4,7,0.0,25,-17,7
COc1ccc(/C(C)=N/NC(=O)CNC(=O)c2cccs2)cc1,-17,1,-5,0.6,5,0.3,·,-2,-1
Cc1ccc(SC(C)C(=O)NCc2ccncc2)cc1 (configuration not stated),-12,1,22,0.8,3,1.2,28,19,-14
Cc1cc(C(=O)COC(=O)c2cccnc2Cl)c(C)n1-c1c(C)n(C)n(-c2ccccc2)c1=O,11,1,-14,0.2,3,0.6,17,-2,-12
O=C(Cc1ccccc1)NCCSCc1ccc(Cl)cc1,-10,-1,31,-1.4,4,-1.9,22,5,8
CC(C(=O)N1CCOCC1)n1cc([N+](=O)[O-])cn1 (configuration not stated),2,3,18,-0.7,6,0.6,5,6,13
CCOc1cc(/C=N\NC(=O)c2ccc(NC(=O)C(C)(C)C)cc2)ccc1OC(=O)c1ccc(OC)cc1,-9,3,23,0.7,17,0.7,25,-12,4
O=C(Nn1cnnc1)c1ccc(F)c(S(=O)(=O)N2CCCCC2)c1,-15,0,-16,2.0,12,0.0,-4,0,13
Cn1c(=O)c2cc3c(nc2n(C)c1=O)CC(c1ccccc1)CC3=O (configuration not stated),16,·,26,0.7,6,0.3,15,6,-10
O=C(Nc1ncc2c(n1)-c1ccccc1OC2)c1ccccc1Cl,-37,5,47,-1.4,5,-1.6,29,-5,15
O=C(NCCc1c[nH]c2ccccc12)c1ccc([N+](=O)[O-])cc1,-13,-2,-18,-0.1,7,-0.9,10,-11,18
Cc1ccc(CC(=O)NCc2cccnc2)cc1,16,3,-4,1.6,3,-0.6,15,-8,12
COc1cccc(NC(=O)Cc2nnc(SCC(=O)NC(C)c3ccccc3)n2C)c1 (configuration not stated),4,0,-2,-0.2,3,0.2,7,2,-30
O=C(O)/C=C/C(=O)Nc1cc(F)ccc1F,14,·,18,1.8,14,0.8,-2,-4,15
Cc1cc(NC(=O)CSc2nc3c(c(=O)n2Cc2ccccc2)SC(C)C3)no1 (configuration not stated),-4,·,13,·,10,·,-4,-2,·
# (next part)
SMILES,EP2 modulator,NPY-Y1 antag,CHOP inhibitor,TRPN1 ag,EP2 antag,TRPML3 ag,PPC-1+TRAIL kill,14-3-3 Bad PPI,NPY1 pot ag
CC(NC(=O)/C(C#N)=C1\N=C(NC(=O)c2cccs2)c2ccccc21)c1ccccc1 (configuration not stated),-1,9,17,2.6,12,1.1,2,-36[fluorescence artefact?],1
COc1cccc(C(=O)c2c(C)c(CCC#N)n3ccccc23)c1,-24,3,19,-0.3,4,0.5,6,-3,10
O=C(O)c1ccc(/C=N/NC(=O)c2ccc(F)cc2)cc1,-2,·,9,1.8,6,2.5,5,9,-21
Cc1ccc(NC(=O)C(c2ccc(Cl)cc2)N2CCCCC2)cc1 (configuration not stated),3,0,25,0.3,7,0.7,2,16,-23
CCCCN(CC)C(=O)c1ccc(-c2ccccc2)cc1,-18,10,16,-0.9,4,0.2,2,-5[fluorescence artefact?],-15
CCOC(=O)c1cc(-c2ccccc2)n(CC(=O)NC(C)(C)C)c1C,-2,4,4,-0.3,2,-0.5,10,-10,2
CN1CCN(C(=O)c2ccccc2NC(=O)CCN2C(=O)c3ccccc3C2=O)CC1,10,4,23,-1.0,16,0.4,10,-3,-9
O=C(c1ccccc1)c1ccc(OC(=O)N2CCCC2)cc1,-10,0,35,-0.5,7,-0.2,-8,-1[fluorescence artefact?],16
O=C(NCc1ccccc1)C1=C[C@@H](c2coc3ccccc3c2=O)C[C@@H](OCCCCO)O1,-19,0,2,1.0,9,0.7,13,-3,-3

# 3 entries already listed, arranged by molecular weight, rising.
SMILES,EP2 modulator,NPY-Y1 antag,CHOP inhibitor,TRPN1 ag,EP2 antag,TRPML3 ag,PPC-1+TRAIL kill,14-3-3 Bad PPI,NPY1 pot ag
CCOC(=O)C1CCN(C(=O)CSc2nnc(-c3ccco3)n2-c2ccccc2)CC1,6,-2,-9,-0.2,7,0.6,5,3[fluorescence artefact?],-5
CCOc1ccc(NC(=S)NC(=O)/C=C/c2ccc(Br)cc2)c([N+](=O)[O-])c1,-4,·,-5,1.5,1,0.3,-15,0,-14
CCC(C(=O)NCc1ccco1)N(C(=O)CNS(=O)(=O)c1ccccc1)C1CCCCC1 (configuration not stated),8,3,10,-0.1,7,-0.1,18,2,-2

# Screens from PubChem.

# The list is partial; count on the stated rates, not on these rows.
